Source: PubChem BioAssay
Efflux pump inh = antifungal efflux pump inhibition, Nile Red retention; S. cerevisiae Candida pump triplex; inhibition, % at 10 µM; hit rate 0.44% among 330,000;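 active = plate passing quality check with inhibition over a set limit, or well fluorescence over plate mean plus 4 SD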;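 note: Nile Red retained in pooled yeast measured as flow cytometry median fluorescence; 0% = buffer negative control and 100% = Enniatin B positive control; higher means more Nile Red kept so more efflux inhibition; some compounds called inactive have numbers as strong as hits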
PREPL inhibitor = inhibits the human prolyl oligopeptidase-like enzyme | recombinant PREPL, fluorescence polarization activity-based probe | inhibition, % at 5.96 µM | hit rate 0.68% among 320,000; in the data active = inhibition above about 43%;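 note: 0% = enzyme with DMSO and 100% = wells lacking enzyme; many of its hits are not listed in these tables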
JMJD2C inh = human JMJD2C demethylase inhibition | Q9H3R0 | GST-JMJD2C(1-420) H3K9me3 demethylation, DELFIA europium | inhibition, % at 2.35 µM | hit rate 0.069% among 330,000;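 active = more than half of a compound's replicate wells show inhibition beyond 50%, single wells judged on their own value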;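 note: signal counts dimethyl H3K9 product captured on neutravidin plate; 0% = median of DMSO wells and 100% = 0.3 times that DMSO median; strong numbers were not always called active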
Target sequence (Q9H3R0 1-420 limits assumed): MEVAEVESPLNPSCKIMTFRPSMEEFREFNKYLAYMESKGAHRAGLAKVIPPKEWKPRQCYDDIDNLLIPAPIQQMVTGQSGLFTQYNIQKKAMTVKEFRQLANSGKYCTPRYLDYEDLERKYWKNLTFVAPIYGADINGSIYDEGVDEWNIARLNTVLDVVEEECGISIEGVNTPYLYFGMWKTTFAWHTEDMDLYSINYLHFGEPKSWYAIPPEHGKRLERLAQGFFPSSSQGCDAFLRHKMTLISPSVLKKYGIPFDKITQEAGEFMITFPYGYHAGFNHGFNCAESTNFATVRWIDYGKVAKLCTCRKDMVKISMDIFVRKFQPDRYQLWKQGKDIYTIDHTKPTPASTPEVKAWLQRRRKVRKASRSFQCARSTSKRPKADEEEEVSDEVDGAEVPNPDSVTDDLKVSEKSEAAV
* marks the source's active call; other numbers are inactive results.

item | Efflux pump inh | PREPL inhibitor | JMJD2C inh | canonical_smiles
1 | -0.1 | 6 | 1 | O=C(NCCN1CCOCC1)c1ccc(S(=O)(=O)Nc2ccccc2)cc1
2 | -0.2 | 14 | -15 | C[C@H](CO)N1C[C@H](C)[C@@H](CN(C)S(=O)(=O)c2ccc(F)cc2)Oc2ccc(NC(=O)CCC(F)(F)F)cc2C1=O
3 | -0.1 | -3 | 2 | NS(=O)(=O)c1ccc(CNC(=O)c2ccc(C(=O)c3ccccc3)cc2)cc1
4 | 0.1 | 11 | -2 | COc1ccc(S(=O)(=O)N2CCCCC2)cc1NC(=O)CCNC(=O)c1ccc(Cl)cc1
5 | 0.6 | 7 | -5 | C=CC[C@H](CC(=O)NCCO)C(=O)N[C@H](COC(=O)[C@H](CC=C)CC(=O)OC(C)(C)C)Cc1c[nH]c2ccccc12
6 | 0.2 | 5 | 5 | CN(Cc1cccc(F)c1)C(=O)C1CC(=O)N(c2ccc3c(c2)OCCO3)C1 (stereo not given)
7 | -0.1 | 3 | -4 | O=C(COC(=O)c1cc(Br)ccc1O)NC12CC3CC(CC(C3)C1)C2
8 | 0.4 | 3 | 4 | CC(C)(C)c1ccccc1NC(=O)c1cc(-c2ccncc2)nc2ccccc12
9 | 0.2 | 6 | 8 | CCOc1ncccc1C(=O)OCC(=O)NCc1ccccc1
10 | 0.2 | 7 | 4 | CSc1nc(N)nc2c1ncn2CC(=O)NCc1ccc2c(c1)OCO2
11 | -0.1 | 12 | 3 | CC1CCN(C(=O)c2ncn(C)c2C(=O)N2CCC(C)CC2)CC1
12 | 0.1 | 14 | 4 | O=C(CNC(=O)C1CC1)Nc1ccc(F)c(F)c1F
13 | -0.1 | 5 | 3 | O=C(COC(=O)COc1ccc(Cl)cc1)NCCCc1ccccc1
14 | -0.1 | 8 | -8 | C/C=C(/C)C(=O)OC1CC(C)(C)C[C@H]2C3=CC[C@@H]4[C@@]5(C)CCC(O[C@@H]6O[C@@H](C(=O)O)[C@@H](O)C(O[C@@H]7OC[C@H](O)[C@@H](O)[C@@H]7O[C@@H]7OC(CO)C(O)[C@@H](O)[C@@H]7O)C6O[C@@H]6OC(CO)C(O)C(O)C6O)[C@@](C)(CO)[C@@H]5CC[C@]4(C)[C@]3(C)CC(O)[C@@]12CO (stereo not given in full)
15 | -0.2 | 11 | -1 | O=C(OCC(=O)N1CCOCC1)c1cc(-c2ccccc2)nc2ccccc12
16 | 0.3 | 14 | 4 | Cc1ccc(NC(=O)COc2ccc(N(C)C(=O)C(C)(C)C)cc2)cc1S(=O)(=O)N1CCCCC1
17 | 0.0 | -11 | -6 | Cc1ccccc1SCC(=O)OCC(=O)N1CC(=O)Nc2ccccc21
18 | 0.0 | 16 | 0 | Cn1cc(S(=O)(=O)N2CCCC2)cc1C(=O)O
19 | -0.4 | -3 | 8 | CCOc1ccc(NC(=O)c2ccccc2NC(=O)CNC2CCCC(C)C2C)cc1 (stereo not given)
20 | -0.3 | 17 | 2 | O=C(c1cc(S(=O)(=O)N2CCOCC2)ccc1Cl)N1CCCCC1CO (stereo not given)

Single records, as listed above. Screens in order: Efflux pump inh	PREPL inhibitor	JMJD2C inh
Cc1ccc(NC(=O)COc2ccc(N(C)C(=O)C(C)(C)C)cc2)cc1S(=O)(=O)N1CCCCC1 in the list: 0.3	14	4
O=C(CNC(=O)C1CC1)Nc1ccc(F)c(F)c1F in the list: 0.1	14	4
CSc1nc(N)nc2c1ncn2CC(=O)NCc1ccc2c(c1)OCO2 in the list: 0.2	7	4
CN(Cc1cccc(F)c1)C(=O)C1CC(=O)N(c2ccc3c(c2)OCCO3)C1 (stereo not given) in the list: 0.2	5	5

(further entries)
item | Efflux pump inh | PREPL inhibitor | JMJD2C inh | canonical_smiles
21 | -0.1 | -19 | 4 | CCOC(=O)c1c(NC(=O)COC(=O)c2cccnc2OCC)sc(C(=O)N(CC)CC)c1C
22 | 0.2 | 20 | -1 | CN(c1ccccc1)S(=O)(=O)c1cccc(NC(=O)C2=NNC(=O)CC2)c1
23 | 0.0 | 28 | 1 | CSc1ccccc1NC(=O)CN(C)C(=O)COc1cccc2cccnc12
24 | -0.2 | 3 | -1 | CC(NC(=O)CN1C(=O)NC2(CCCCCCC2)C1=O)c1ccccc1 (stereo not given)
25 | 0.4 | 19 | 11 | C[C@@H]1COC(=O)[C@H](CC(=O)OC(C)(C)C)C/C=C\C[C@H](CC(=O)N(CCO)Cc2ccccc2)C(=O)N1
26 | -0.2 | 8 | -8 | COc1cc(OC)c(C(=O)OC(C)C(=O)NCc2ccc3c(c2)OCO3)cc1OC (stereo not given)
27 | 0.0 | 4 | 8 | CC(C)[C@H](NC(=O)c1ccccc1)C(=O)OCC(=O)c1c(N)n(C)c(=O)n(C)c1=O
28 | 0.5 | 19 | 0 | CC(C)(C)OC(=O)C[C@@H]1C/C=C\C[C@H](CC(=O)N(CCO)Cc2ccccc2)C(=O)N[C@@H](Cc2c[nH]c3ccccc23)COC1=O
29 | 0.1 | 15 | 0 | Cc1cccc(C)c1NC(=O)CN1CCN(C(=O)c2ccc(OCc3cn4ccccc4n3)cc2)CC1
30 | 0.1 | 15 | -2 | Cc1nc(C)c(C(=O)OCC(=O)NCc2ccccc2Cl)s1
31 | -0.2 | 11 | -8 | O=C1CCCN1C(=O)CSc1nnnn1-c1cccc(F)c1
32 | -0.1 | 3 | -8 | COc1ccc(C(=O)COC(=O)c2c(C)noc2C)cc1Cl
33 | 0.1 | 7 | 5 | COc1ccc(NCC(=O)NN=C2CCS(=O)(=O)c3ccc(F)cc32)cc1
34 | 0.0 | 1 | -2 | C[C@@]12CCC3[C@@](CCC4[C@@]3(C)CCC[C@@]4(C)C(=O)N3CCOCC3)(CC1=O)C2 (stereo not given in full)
35 | -0.1 | 26 | 2 | CC(=O)Nc1cccc(NS(=O)(=O)c2c(C)noc2C)c1
36 | -0.1 | 4 | 29 | CC1(C)Oc2cc3oc(=O)ccc3cc2C[C@@H]1O
37 | 0.4 | 26 | 6 | CC(C)c1cccc(-c2ccc3c(c2)S(=O)(=O)c2cccc(C(=O)NCc4ccccc4Cl)c2C3=O)c1
38 | -0.2 | 5 | 1 | O=C1NC(Cc2ccccc2)c2nc3cc(Cl)ccc3c(=O)n2-c2ccccc21 (stereo not given)
39 | 0.1 | 2 | 3 | COc1ccc(Cl)cc1C(=O)OCC(=O)N1CCCC(C)C1 (stereo not given)
40 | 0.2 | 3 | 0 | CCOC(=O)C1=C(C)NC(C)=C(C(=O)OCC)C1C(=O)OCC(=O)NCc1ccccc1
41 | 0.0 | -3 | -5 | CCOc1ncccc1C(=O)OCC(=O)Nc1cc(C(C)(C)C)ccc1OC
42 | -0.1 | 4 | 3 | CCn1c(=S)[nH]c2cc(S(=O)(=O)N3CCOCC3)ccc21
43 | 0.1 | 6 | 1 | O=C(CSc1n[nH]c(=O)n1C1CC1)Nc1ccc(Cl)cc1Cl
44 | 0.1 | 17 | -1 | Cc1ccc(SCC(=O)N(C)C2CCS(=O)(=O)C2)c(C)c1 (stereo not given)
45 | -0.5 | 3 | 0 | CCN(CC)C(=O)CSc1nnc(SC(C)C(=O)NC2CC2)s1 (stereo not given)
46 | -0.1 | 26 | 19 | COc1ccccc1C(=O)OCC(=O)Nc1cccc(S(=O)(=O)NC2=NCCCCC2)c1
47 | 0.0 | 1 | 2 | CCN(CC(=O)NC1CCS(=O)(=O)C1)S(=O)(=O)c1ccc(Br)cc1 (stereo not given)
48 | -0.1 | 19 | 9 | O=[N+]([O-])c1ccc(Cl)c(S(=O)(=O)Nc2cccc(S(=O)(=O)NC3=NCCC3)c2)c1
49 | 0.7 | 19 | 5 | Cn1cnc(C(=O)NC2CCN(C(=O)OC(C)(C)C)CC2)c1C(=O)NC1CCN(C(=O)OC(C)(C)C)CC1
50 | -0.4 | -3 | 2 | Cc1ccc(NS(=O)(=O)c2ccc(C(=O)NCCN3CCOCC3)cc2)cc1
51 | -0.1 | 17 | -4 | O=C(COC(=O)COc1ccccc1)NC1CCS(=O)(=O)C1 (stereo not given)
52 | 0.3 | 2 | 3 | CCCn1nnc(NC(=S)NC(=O)c2ccccc2OC)n1
53 | 0.1 | 11 | 2 | O=S(=O)(c1cc(F)ccc1F)N1CCN(c2ncnc3ccccc23)CC1
54 | 0.0 | 7 | -9 | N#Cc1ccccc1OCC(=O)NNC(=O)CCNC(=O)c1ccccc1
55 | -0.1 | 0 | 0 | O=C(NCc1cccs1)C1CC(=O)N(Cc2ccccc2)C1 (stereo not given)
56 | -0.5 | 14 | 1 | Cc1ccc(C)c(NC(=O)CN(C)C(=O)c2cccc(Oc3ccccc3)c2)c1
57 | -0.1 | 17 | -1 | CCCn1nc(C(=O)NNC(=O)c2cccc(C)c2)c2ccccc2c1=O
58 | -0.3 | 0 | -1 | CN(c1ccc(F)cc1)S(=O)(=O)c1ccc(Cl)c(C(=O)NCc2ccco2)c1
59 | -0.1 | 21 | 15 | C[C@H](O)Cc1cc2ccccc2c(=O)o1
60 | 0.0 | -1 | 0 | Cc1cc(NC(=O)CSCC(=O)N2CCN(c3ccccc3)CC2)no1

Five entries drawn at random from those above:
item | Efflux pump inh | PREPL inhibitor | JMJD2C inh | canonical_smiles
56 | -0.5 | 14 | 1 | Cc1ccc(C)c(NC(=O)CN(C)C(=O)c2cccc(Oc3ccccc3)c2)c1
12 | 0.1 | 14 | 4 | O=C(CNC(=O)C1CC1)Nc1ccc(F)c(F)c1F
4 | 0.1 | 11 | -2 | COc1ccc(S(=O)(=O)N2CCCCC2)cc1NC(=O)CCNC(=O)c1ccc(Cl)cc1
52 | 0.3 | 2 | 3 | CCCn1nnc(NC(=S)NC(=O)c2ccccc2OC)n1
10 | 0.2 | 7 | 4 | CSc1nc(N)nc2c1ncn2CC(=O)NCc1ccc2c(c1)OCO2

Remaining list, next part
item | Efflux pump inh | PREPL inhibitor | JMJD2C inh | canonical_smiles
61 | -0.2 | 16 | 2 | COc1ccc(CN(C)C(=O)c2ccc(NS(=O)(=O)c3ccc4[nH]c(=O)[nH]c4c3)cc2)c(OC)c1OC
62 | -0.2 | 9 | -12 | CN(C)c1ccccc1-c1csc(N2CCC(C(N)=O)CC2)n1
63 | -0.1 | 11 | 35 | NC(=O)C1CCN(c2nc(-c3ccccc3Br)cs2)CC1
64 | -0.4 | 8 | 5 | CC(=O)c1ccc(NC(=O)C(C)OC(=O)/C=C/c2ccco2)cc1 (stereo not given)
65 | 0.3 | 7 | -1 | CC(=O)c1ccc(OCCCC(=O)Nc2cccc(S(=O)(=O)N3CCOCC3)c2)cc1
66 | 0.2 | 18 | 38 | CC(C)(C)OC(=O)C[C@@H]1C/C=C\C[C@H](CC(=O)N[C@H](CO)Cc2ccccc2)C(=O)N[C@@H](Cc2ccccc2)COC1=O
67 | 0.0 | 8 | 3 | COc1cccc(C(=O)OCC(=O)Nc2cc(C)on2)c1OC
68 | 0.0 | 32 | -4 | CN1CCN(c2nc3ccccc3nc2NS(=O)(=O)c2ccc(Br)cc2)CC1
69 | 0.5 | 24 | -7 | C[C@H](CO)N1C[C@H](C)[C@@H](CN(C)S(=O)(=O)c2ccccc2)Oc2c(NC(=O)Nc3ccc(C(F)(F)F)cc3)cccc2C1=O
70 | 0.2 | 27 | -1 | COc1ccc(CNC(=O)CCC(=O)c2ccc(F)cc2)cc1OC
71 | -0.2 | 20 | -33 | COc1cc(-c2noc(C)c2C(=O)NCC[C@@H]2CCCN2C)cc(OC)c1OC
72 | -0.3 | 4 | -2 | COc1ccc(NC(=O)Nc2ccc3c(c2)C(=O)N([C@H](C)CO)C[C@H](C)[C@@H](CN(C)S(C)(=O)=O)O3)cc1
73 | -0.4 | 20 | 2 | CCC(C)(O)C(=O)N[C@H]1CCCN1C(=O)/C=C/c1ccccc1 (stereo not given in full)
74 | -0.1 | 7 | 5 | CC1CN(C(=O)COC(=O)c2cnc(Cl)c(Cl)c2)CC(C)O1 (stereo not given)
75 | 0.3 | -6 | 5 | NC(=O)c1ccc(NC(=O)COC(=O)CCC2CCCCC2)cc1
76 | 0.1 | 22 | 36 | C[C@H](CO)N1C[C@H](C)[C@@H](CN(C)C(=O)Nc2ccc3c(c2)OCO3)Oc2c(NS(=O)(=O)c3ccc(F)cc3)cccc2C1=O
77 | 0.1 | -1 | 35 | COc1ccc(S(=O)(=O)N(C)C[C@H]2Oc3ccc(NC(=O)NC4CCCCC4)cc3C(=O)N([C@H](C)CO)C[C@@H]2C)cc1
78 | 0.2 | -7 | 7 | COc1cc(/C=C/C(=O)OCC(=O)Nc2cc(S(=O)(=O)N3CCOCC3)ccc2Cl)cc(OC)c1OC
79 | 0.2 | 3 | 5 | COc1ccc(CNC(=O)COC(=O)c2ccc(C(=O)c3ccccc3)cc2)cc1
80 | -0.2 | 0 | 9 | CC1Cc2ccccc2N1C(=O)c1ccc(F)c(S(=O)(=O)N2CCOCC2)c1 (stereo not given)
81 | -0.1 | 19 | -2 | Cc1ccc(S(=O)(=O)N2CCOCC2)cc1NCC(=O)Nc1ccc(OC(F)(F)F)cc1
82 | 0.2 | -25 | 0 | N#CCC(=O)Nc1ccc(C(=O)OCC(=O)c2c[nH]c3ccccc23)cc1

A portion of the library (hit frequency here may not be typical).
